14-3-3 Bad PPI: disrupts binding of bovine 14-3-3 zeta to phospho-Bad peptide. P63103. TR-FRET 14-3-3zeta/Dy647-pBad peptide displacement, 1 h. inhibition, % at 21.7 µM. actives 0.71% (n = 220,000);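 active = inhibition above about 70%, limit read from the data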;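 also: 0% = full 14-3-3 plus peptide FRET controls and 100% = background without 14-3-3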
Furin inhibitor: human furin inhibition; AID 463115; purified furin, fluorogenic substrate cleavage; inhibition, % at 30 µM; actives 0.061% (n = 220,000); in the data active = inhibition above about 25%; also: inactives centre near -15
KCC2 mod: modulators of human KCC2 chloride dependent transport; actives 2.2% (n = 190,000); KCC2 cells, thallium flux FluoZin-2 fluorescence; AID 1456; B-score of Tl+ flux slope (higher = more flux/activation; lower = inhibition) at 10 µM;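 active = thallium flux slope and its plate-corrected score both differing from the plate sample mean at a set confidence after two filtering rounds, in either direction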;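 also: slope of fluorescence scaled to starting intensity during 10 to 20 s after thallium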
Rad51 HR inh: blocks human Rad51 in homologous recombination. Q06609. hRad51 DNA strand exchange, fluorescence dequenching. inhibition, % at 10 µM. actives 0.085% (n = 200,000). AID 1385;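 active = inhibition above 40% at the single screening dose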;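 also: 0% = DMSO control wells and 100% = blanks with heterologous ssDNA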
Target sequence (Q06609 whole entry, looked up): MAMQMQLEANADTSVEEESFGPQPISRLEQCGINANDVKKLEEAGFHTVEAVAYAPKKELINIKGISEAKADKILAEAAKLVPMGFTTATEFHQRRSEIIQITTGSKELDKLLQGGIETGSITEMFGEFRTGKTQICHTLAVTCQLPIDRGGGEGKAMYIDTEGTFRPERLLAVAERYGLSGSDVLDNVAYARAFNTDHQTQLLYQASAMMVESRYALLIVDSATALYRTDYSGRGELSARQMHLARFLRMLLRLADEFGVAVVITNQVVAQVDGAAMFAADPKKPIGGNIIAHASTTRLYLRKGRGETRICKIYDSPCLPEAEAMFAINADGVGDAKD
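Material: Human Rad51 nucleoprotein filaments preassembled on unlabelled ssDNA | Also added: Labelled 47-mer dsDNA for strand exchange | Dosing: Single dose, 10 µM final compound | Schedule: 30-min compound preincubation and 15-min exchange, both room temperature | Technique: Fluorescence dequenching at 485/520 nm | Measure: Percent inhibition relative to plate controls and blanks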
EBV gp42 inh: blocks Epstein-Barr virus glycoprotein 42 binding; Q1HVG2; Fluorescence polarization binding assay, mP read-out; inhibition, % (tested at 21.74 µM); actives 0.42% (n = 220,000); in the data active = inhibition above about 50%
Target sequence (Q1HVG2 whole entry, looked up): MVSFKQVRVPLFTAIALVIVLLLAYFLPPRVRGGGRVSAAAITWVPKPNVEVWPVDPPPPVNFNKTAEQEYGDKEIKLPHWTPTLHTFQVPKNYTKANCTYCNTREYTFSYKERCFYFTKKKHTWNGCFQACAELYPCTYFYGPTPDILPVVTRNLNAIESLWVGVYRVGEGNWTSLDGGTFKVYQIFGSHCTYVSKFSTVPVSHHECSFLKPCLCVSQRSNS
thrombin 1536: thrombin (human) inhibition; P00734; alpha-thrombin, Boc-VPR-AMC fluorogenic substrate cleavage; inhibition, % at 5 µM; actives 0.26% (n = 220,000);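 active = inhibition at or above 40%; inactive = inhibition below 40%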;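 also: 0% = enzyme with no compound and 100% = wells without enzyme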
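System: human alpha-thrombin protein; Compound dosing: one concentration per compound, 5 µM, with 0.2% DMSO; Timing: reaction at room temperature; Technique: AMC fluorescence, 355/460 nm; Controls: enzyme without compound as high, wells lacking enzyme as low.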
eIF4E-4G inh: blocks eIF4E binding to eIF4G; P63073+Q04637; TR-FRET eIF4E-eIF4GI(517-606) binding, 2 h; inhibition, % at 21.7 µM; actives 0.37% (n = 220,000);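 also: 0% = full FRET control wells and 100% = background wells lacking eIF4GI fragment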
p47phox inh: p47phox (human) inhibition; p47phox/p22phox peptide binding, fluorescence polarization, 2 h; AID 1274; P14598; actives 0.53% (n = 220,000); inhibition, % at 24.7 µM;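 also: 0% = p47phox with labelled peptide and 100% = labelled peptide alone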
Target sequence (P14598 whole entry, looked up): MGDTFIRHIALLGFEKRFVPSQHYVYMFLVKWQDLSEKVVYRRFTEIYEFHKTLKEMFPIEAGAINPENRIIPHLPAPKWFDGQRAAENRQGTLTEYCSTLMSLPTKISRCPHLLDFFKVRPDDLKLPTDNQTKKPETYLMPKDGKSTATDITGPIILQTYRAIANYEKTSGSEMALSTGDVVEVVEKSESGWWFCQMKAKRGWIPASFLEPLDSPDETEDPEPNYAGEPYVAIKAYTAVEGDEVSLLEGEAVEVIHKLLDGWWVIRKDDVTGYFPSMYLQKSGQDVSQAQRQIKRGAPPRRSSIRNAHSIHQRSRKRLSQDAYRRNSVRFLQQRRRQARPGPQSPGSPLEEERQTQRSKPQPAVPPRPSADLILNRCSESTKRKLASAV
hK5 inh: kallikrein 5 (human) inhibition. recombinant hK5, fluorogenic AMC substrate cleavage. inhibition, % at 5 µM. actives 0.59% (n = 210,000);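 active = inhibition of 40% or more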;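 also: 0% = enzyme controls without compound and 100% = no-enzyme blanks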
Starred values were filed as active, the others as inactive; / = no result given; [ ] = dose if it differs, or a comment.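 The calls were made as follows, unless noted: active = inhibition above about 30% (limit read from the data); inactive = the rest.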

SMILES	14-3-3 Bad PPI	Furin inhibitor	KCC2 mod	Rad51 HR inh	EBV gp42 inh	thrombin 1536	eIF4E-4G inh	p47phox inh	hK5 inh
Cc1ccc(-c2noc(CN3CCN(C(c4ccccc4)c4ccccc4)CC3)n2)cc1	-4.8	-9.8[20 µM]	-0.221	-0.8	-7.6	-4.5	-1.5	-2.4	19.3
CC(=O)Nc1ccc(S(=O)(=O)NCC2CCC(C(=O)N3CCCCCC3)CC2)cc1 (centres undefined)	21.3	-7.4	/	4.4	-5.2	-3.8	8.0	-5.7	23.0
CC(C)c1ccc(-n2cccc2/C=C2/C(=N)N3C=CSC3=NC2=O)cc1	-2.5	2.4	22*	-9.2	-41.4	2.6	1.0	-35.2	-23.7
O=C(CSc1nnc(-c2ccco2)o1)c1ccccc1Cl	7.9	-18.2	-1.32	27.4	-9.2	4.6	0.3	-9.6	-9.1
O=C(O)C1C2C=CC(O2)C1C(=O)NC1CCCc2ccccc21 (centres undefined)	-3.8	-22.8	0.698	5.6	-0.5	-2.2	-8.1	1.0	-7.9
CCSc1nnc2ccc(-c3ccco3)nn12	-9.4	-21.3	-0.776	5.6	-0.7	-2.9	-9.7	-0.7	-26.3
N#CC12C(N)=NC3(OCCO3)C1(C#N)C1=C(CCC1)NC2c1ccccc1 (centres undefined)	-7.4	-14.0	0.254	-2.4	-6.8	-8.0	9.9	-11.7	-0.4
CCOC(=O)C1(Cc2cccc(OC)c2)CCN(Cc2cccc3cnccc23)CC1	-1.1	-14.6	/	10.6	-15.0	-4.3	2.0	-7.2	/
CCN1CCN(S(=O)(=O)c2cc(C)c(OC)cc2C)CC1	34.0	-23.3[20 µM]	0.471	3.2	-13.3	-5.3	-4.7	-13.1	1.1
CN(Cc1cc2ccccc2[nH]c1=O)S(C)(=O)=O	3.1	-2.5	1.01	5.2	17.6	-3.7	1.1	0.9	46.9*
Cc1ccc(-c2csc3nc(SCC(=O)N(C)C)n(Cc4ccccc4)c(=O)c23)cc1	-1.4	0.5	-1.57	-2.8	-0.8	-12.7	-6.1[fluorescence artefact?]	-10.1	-5.8
COC(=O)Nc1nnc(-c2ccccc2OC)s1	8.5	-19.0	0.314	5.7	-11.0	0.1	-1.1	-0.1	-2.8
Cc1[nH]n(-c2ccccc2)c(=O)c1C=NC1CCCCCC1	-1.5	-22.2	-0.000659	1.7	-7.3	-9.7	-1.0	-6.7	-1.8
CC(=O)Nc1ccc(N2CCOCC2)c(C(=O)Nc2cccc(C)c2)c1	-3.7	-15.5[20 µM]	-0.0842	-2.3	-8.8	-6.1	0.3	-13.6	-6.9
CC(C)NC(=O)c1ccc2c(=O)n(CC3CCCO3)c(=S)[nH]c2c1 (centres undefined)	-9.2	-22.1	-0.133	1.3	-11.6	5.5	3.0	1.9	-8.0
O=C(CN1CCN(c2ccccn2)CC1)Nc1ccc2ccccc2c1	0.0	-30.7	/	1.1	-15.5	0.7	2.0	-6.5	-8.5
CC(C)CC(=O)Nc1ncnc2c1C(=O)CC(C)(C)C2	3.6	15.2[20 µM]	0.219	-1.0	-6.2	-9.6	3.6	3.9	-1.7
O=C1N2CCSC2=NC1(Nc1ccccn1)C(F)(F)F (centres undefined)	2.4	-30.2	0.526	11.6	5.2	-3.4	-3.9	-6.5	-0.2
O=C1c2ccccc2C(=O)C12OC(c1ccccc1)C1(C(=O)c3ccccc3C1=O)C2c1cccc([N+](=O)[O-])c1 (centres undefined)	4.0[fluorescence artefact?]	-16.8[20 µM]	-0.244	-3.6	-7.9	5.7	0.0	-19.1	-2.1
O=C(Nc1cccc(Cl)c1)OCc1cncs1	5.5	-24.9[20 µM]	-0.0354	4.8	-19.2	-16.9	-1.1	-25.9	5.0
NC1=NC(c2cn(-c3ccccc3)nc2-c2cccs2)n2c(nc3ccccc32)N1 (centres undefined)	-8.4	-25.4	/	/	25.8	6.1	4.8	-33.0	-32.7
O=C(Cn1cnc2ccccc21)NCCCN1CCOCC1	-1.4[fluorescence artefact?]	-20.0[20 µM]	1.57	-1.9	-24.0	-6.6	6.2[fluorescence artefact?]	-6.6	-10.4
CCN(CC)c1ccc(C(=O)N/N=C(\C)c2cccnc2)cc1	-14.6	-12.8	-0.541	0.1	3.1	-5.0	2.9	0.0	-3.5
CCn1cc(C(=O)N2CCn3c(nc4ccccc43)C2)c(=O)c2ccc(C)nc21	5.6	-9.7	-0.448	4.2	3.6	-1.3	2.6	2.4	3.0
O=C(CCc1nnc(-c2ccc(-c3ccccc3)cc2)o1)NCCc1ccccn1	-10.2	-24.5	-3.22*	0.4	-6.4	-7.7	1.5	-8.8	-1.3
Carrying on.
SMILES	14-3-3 Bad PPI	Furin inhibitor	KCC2 mod	Rad51 HR inh	EBV gp42 inh	thrombin 1536	eIF4E-4G inh	p47phox inh	hK5 inh
CCCNS(=O)(=O)c1ccc(OCC(=O)Nc2ccc3c(c2)OCCO3)cc1	5.9	-27.7[20 µM]	/	6.8	-12.1	-4.1	-2.3	-2.7	0.8
CCSc1nnc(-c2cccnc2)n1Cc1ccco1	-5.4[fluorescence artefact?]	-8.5[20 µM]	-0.426	-2.3	-20.6	2.7	-0.6	-29.1	-0.2
Cc1cc(/C=C2\SC(=S)N(Cc3ccco3)C2=O)c(C)n1-c1ccccc1	-2.3[fluorescence artefact?]	7.3	0.734	-50.5	55.5*	-0.7	-2.0[fluorescence artefact?]	-62.4	-3.8
N#CCCN(Cc1cccs1)C(=O)c1ccc(Cl)cc1	-4.8	-15.5	0.251	17.8	-17.7	4.5	2.1	-15.0	-2.3
Cc1[nH]c2ccccc2c1C(=O)C(=O)NCCOc1ccccc1	17.5	-10.8	-2.81	-3.5	-3.3	2.1	3.0	-2.3	-1.9
COc1cc(Cl)ccc1S(=O)(=O)n1nc(C)cc1C	-3.5	-21.1	-1.32	-2.9	0.0	-2.4	10.1	-17.0	-11.1
Nn1c(SCc2cccc3ccccc23)nnc1-c1ccco1	-0.2	-16.0	-0.69	-11.9	-12.8	-1.4	-6.5	-12.5	-27.1
COC(=O)c1scc(S(=O)(=O)C(C)(C)C)c1-n1cccc1	3.6	-27.1	-0.103	10.5	-9.0	-0.2	-2.8	-9.0	-2.1
O=C(c1ccco1)N(Cc1ccco1)c1ccc(O)cc1	-8.5	-27.3	-0.0181	2.1	-1.5	2.0	1.2	-8.6	-11.8
CCOc1nc(C)ccc1-c1noc(-c2ccccc2OC)n1	6.6	-9.8[20 µM]	-1.16	-3.0	-6.9	2.0	2.2	-16.1	6.0
O=[N+]([O-])c1cc(Cl)ccc1NCCNc1ncc(C(F)(F)F)cc1Cl	-18.7	-19.1[20 µM]	/	-2.4	-3.8	1.1	-1.1	2.4	0.8
CN(C(=O)Nc1cccc(C(F)(F)F)c1)C1CCCCC1	-6.7	-7.8	-0.813	18.2	-13.9	9.1	3.1	-2.0	-7.4
CC(C)NC(=O)[C@H](CSCc1ccccc1)N1Cc2ccccc2C1=O	-1.7[fluorescence artefact?]	-17.5	-1.03	/	-8.2	-1.3	3.7	-7.3	-12.3
CCOC(=O)/C(=N/Nc1ccc(Cl)cc1)S(=O)(=O)c1ccc(Cl)cc1	-17.4	-27.2[20 µM]	0.255	0.9	-30.2	3.4	13.5	5.6	-0.6
N#Cc1ccc(Oc2ccc(NC(=O)C3CC=CCC3C(=O)O)cc2)cc1 (centres undefined)	-7.2	-21.3	-0.0584	4.9	0.4	-6.1	0.9	-9.6	3.4
Cc1ccc(O)c(NC(=O)/C=C/C(=O)O)c1	3.3	-33.4	0.738	/	-15.3	-4.6	-0.3	/	/
COc1cc(C(=O)NCCNC(=O)C2CCCNC2=O)cc(OC)c1OC (centres undefined)	-3.3	-11.7	0.0868	/	-2.6	-6.8	4.4	-6.6	-0.3
Cn1c(CCN2CCCCC2)nc2cc(NC(=O)Nc3ccccc3)ccc21	-8.5[fluorescence artefact?]	-6.0[20 µM]	1.98	-0.6	-2.1	1.4	-6.6[fluorescence artefact?]	-2.2	-0.6
O=C(O)c1cccc(-c2ccc(/C=N/Nc3nn[nH]n3)o2)c1	-4.8	-7.5	-0.0755	6.8	2.8	-10.2	4.4	-1.7	-4.1
Cn1c(CN2CCN(c3ccc(Cl)cc3)CC2)nc2ccccc21	-11.8	-15.1	-1.61	2.0	-18.9	-3.2	-1.3	-3.9	-1.3
O=C(NCc1ccccc1)c1c(O)c2cccc3c2n(c1=O)CCC3	-3.3	-8.7	/	11.1	-8.0	4.6	-4.6	-4.7	-12.1
CC1Oc2ccccc2N(CC(=O)NCc2ccc3c(c2)OCO3)C1=O (centres undefined)	-4.0	-12.6	-0.589	5.2	2.0	-13.0	-3.5	-2.2	-1.6
Cc1nc2ccccc2c(=O)n1/N=C/c1ccccc1O	-3.0	-18.7	-0.559	17.3	-4.3	-5.0	-1.0	-2.0	1.2
COc1ccccc1N1CCN(CC(=O)Nc2c(C)n[nH]c2C)CC1	-12.0[fluorescence artefact?]	-28.8	0.483	-2.7	-5.8	1.7	10.6[fluorescence artefact?]	-2.5	1.1
O=C(NCc1cccnc1)C(=O)NCC(c1ccco1)N1CCN(c2ccccc2)CC1 (centres undefined)	-28.6	-8.9	0.261	0.7	-18.5	-5.7	7.7[fluorescence artefact?]	-8.1	-1.3

Entries of single compounds, quoted from the list. Screens in order: 14-3-3 Bad PPI	Furin inhibitor	KCC2 mod	Rad51 HR inh	EBV gp42 inh	thrombin 1536	eIF4E-4G inh	p47phox inh	hK5 inh
CCN(CC)c1ccc(C(=O)N/N=C(\C)c2cccnc2)cc1 in the list: -14.6	-12.8	-0.541	0.1	3.1	-5.0	2.9	0.0	-3.5
O=C(NCc1ccccc1)c1c(O)c2cccc3c2n(c1=O)CCC3 in the list: -3.3	-8.7	/	11.1	-8.0	4.6	-4.6	-4.7	-12.1
NC1=NC(c2cn(-c3ccccc3)nc2-c2cccs2)n2c(nc3ccccc32)N1 (centres undefined) in the list: -8.4	-25.4	/	/	25.8	6.1	4.8	-33.0	-32.7
O=C(NCc1cccnc1)C(=O)NCC(c1ccco1)N1CCN(c2ccccc2)CC1 (centres undefined) in the list: -28.6	-8.9	0.261	0.7	-18.5	-5.7	7.7[fluorescence artefact?]	-8.1	-1.3
O=C(CN1CCN(c2ccccn2)CC1)Nc1ccc2ccccc2c1 in the list: 0.0	-30.7	/	1.1	-15.5	0.7	2.0	-6.5	-8.5

Next compounds.
SMILES	14-3-3 Bad PPI	Furin inhibitor	KCC2 mod	Rad51 HR inh	EBV gp42 inh	thrombin 1536	eIF4E-4G inh	p47phox inh	hK5 inh
Nc1nc(-c2ccc(F)cc2)cs1	-5.2	-17.8	0.00583	-1.1	-3.3	-0.6	3.2	-0.7	1.1
O=C(CSc1nc2ccccc2[nH]1)N/N=C/c1ccncc1	-3.0	2.0	/	-1.4	-16.8	10.6	4.0	-1.1	11.5
COc1ccc(Cl)cc1NC(=O)CSc1nnc(CN2CCOCC2)n1-c1ccc(Cl)cc1	-4.4	-16.1[20 µM]	-0.498	/	-13.3	-3.2	-0.4	-0.5	-2.5
COc1cc(/C=N\Nc2nc(-c3cccs3)c(NC(C)=O)s2)ccc1O	2.3	8.0	-0.611	/	-5.8	-7.5	0.7	-17.7	-1.5
CCN(CC)S(=O)(=O)c1ccc(NC(=O)COC(=O)c2cnc(C)cn2)cc1	0.2	-26.8	-0.0536	-6.2	-9.2	-5.5	1.4	-7.9	3.4
COc1ccc(OCc2nc(N)nc(Nc3ccccc3)n2)cc1	-2.8	-33.4[20 µM]	-0.211	5.0	1.2	-3.8	5.7	-7.7	-1.9
COC(=O)c1ccccc1NC(=O)c1cccc(NC(=O)c2ccc(Br)o2)c1C	1.1	-20.8[20 µM]	/	-5.7	-27.9	-5.7	-1.1	-25.2	-3.5
CCCCc1ccc(NC(=S)NCCc2ccc(S(N)(=O)=O)cc2)cc1	-14.7	-26.0	0.682	15.4	15.2	2.4	-6.7	-1.8	-5.0
